Compound activity as filed in PubChem BioAssay.
Scp1 inh – inhibitors of human Scp-1 phosphatase; Q9GZU7; Recombinant Scp1, phosphopeptide, malachite green phosphate absorbance; inhibition, % at 20 µM; 0.88% of 340,000 active; AID 493091;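 active = inhibition above about 50% at 20 µM, limit read from the data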;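 note: plate controls were DMSO wells with enzyme for no effect and wells lacking enzyme for full effect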
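Test system: SCP-1 phosphatase catalytic domain, residues 76-261; measured by: colorimetric phosphate reagent with accelerator and stabiliser, absorbance at 630 nm; timing: enzyme reaction 45 min at room temperature, colour 5 min, stabilisation 30 min; also added: Phosphorylated 17-residue peptide substrate; compound dosing: one concentration, 20 µM, with 1.0% DMSO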
E coli Lon inh – E. coli protease La inhibition. purified E. coli Lon protease, fluorescence polarization. P0A9M0. 0.42% of 360,000 active. inhibition, % at 7.94 µM. AID 602123; in the data active = inhibition above about 13%, passing the limit was not always enough;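 note: 0% = enzyme with probe and DMSO and 100% = no enzyme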
CendR NRP1 mod – modulators of CendR peptide binding to human neuropilin-1; FAM-RPARPAR peptide binding to NRP-1, fluorescence polarization; inhibition, % at 25 µM; 0.85% of 360,000 active; AID 602438;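 active = inhibition or corrected inhibition above about 18%, plus a signal ratio from 0.5 to 1.5, limit read from the data, passing the limit was not always enough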; note: strong numbers were not always called active
Target sequence (O14786 whole entry, looked up): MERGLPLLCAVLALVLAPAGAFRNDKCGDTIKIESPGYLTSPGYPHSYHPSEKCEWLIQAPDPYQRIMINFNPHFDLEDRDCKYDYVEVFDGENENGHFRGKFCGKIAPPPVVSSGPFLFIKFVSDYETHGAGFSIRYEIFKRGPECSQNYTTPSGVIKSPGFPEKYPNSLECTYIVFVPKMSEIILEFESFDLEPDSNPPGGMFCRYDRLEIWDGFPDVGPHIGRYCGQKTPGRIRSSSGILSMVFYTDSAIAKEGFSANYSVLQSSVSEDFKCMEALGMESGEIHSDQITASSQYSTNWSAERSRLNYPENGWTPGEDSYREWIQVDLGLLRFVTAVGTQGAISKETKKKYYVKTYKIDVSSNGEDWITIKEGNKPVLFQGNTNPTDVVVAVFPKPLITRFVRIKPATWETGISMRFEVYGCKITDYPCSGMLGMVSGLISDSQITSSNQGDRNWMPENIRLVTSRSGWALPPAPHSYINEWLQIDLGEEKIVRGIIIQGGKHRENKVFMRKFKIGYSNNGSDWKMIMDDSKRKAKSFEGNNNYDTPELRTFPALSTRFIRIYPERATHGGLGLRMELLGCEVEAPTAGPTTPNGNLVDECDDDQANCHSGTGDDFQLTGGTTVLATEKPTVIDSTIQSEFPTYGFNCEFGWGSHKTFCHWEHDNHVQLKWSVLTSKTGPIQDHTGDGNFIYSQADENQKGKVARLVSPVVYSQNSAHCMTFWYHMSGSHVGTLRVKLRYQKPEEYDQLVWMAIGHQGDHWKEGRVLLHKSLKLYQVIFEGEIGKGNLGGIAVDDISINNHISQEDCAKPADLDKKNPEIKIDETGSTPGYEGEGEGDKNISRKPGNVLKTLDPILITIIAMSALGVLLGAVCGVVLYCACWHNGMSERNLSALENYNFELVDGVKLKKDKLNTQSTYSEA
bovine MsrA act – activators of bovine methionine sulfoxide reductase A; 0.3% of 360,000 active; AID 602163; activation, % at 10.6 µM; purified bovine MsrA, absorbance read-out; in the data active = activation above about 7.5%;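 note: 0% = vehicle and 100% = reference activator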
SUMO1-SIM PPI – alters human SUMO1 binding to SIM partners | P63165 | SUMO1 binding to a labelled peptide, TR-FRET, 1 h | 0.33% of 360,000 active | inhibition, % at 20 µM | AID 602429; in the data active = inhibition above about 37%
Target sequence (P63165 whole entry, looked up): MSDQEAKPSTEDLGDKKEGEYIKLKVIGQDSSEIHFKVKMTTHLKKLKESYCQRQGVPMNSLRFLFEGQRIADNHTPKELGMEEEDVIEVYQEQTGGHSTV
STEP inh – inhibitors of human striatal-enriched phosphatase STEP; P54829; 0.25% of 360,000 active; inhibition, % at 20 µM; recombinant STEP, OMFP fluorogenic substrate, fluorescence;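 active = inhibition at 20 µM, scaled per plate between control wells, above about 37%, limit read from the data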;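 note: 0% = DMSO with enzyme and substrate and 100% = substrate only without enzyme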
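Test system: STEP tyrosine phosphatase / Reagent: OMFP at 25 µM / Doses: 20 µM, 1% DMSO / Read-out: percent inhibition scaled to no-enzyme and uninhibited-enzyme controls, plate-pattern corrected / Detection: FITC-channel fluorescence of OMFP product / Medium: Bis-Tris buffer pH 6.0, 2.5 mM DTT, 0.005% Tween 20 / Schedule: 20 min at room temperature, dark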
MsrA inh – bovine MsrA inhibition; 0.75% of 360,000 active; purified bovine MsrA, absorbance read-out; inhibition, % at 15.5 µM; in the data active = inhibition above about 4.5%;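 note: 0% = vehicle wells with enzyme and 100% = reference inhibitor wells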
LMPTP inh – LMPTP (human) inhibition; P24666; recombinant LMPTP-A, OMFP fluorogenic substrate, fluorescence intensity; inhibition, % at 20 µM; 0.22% of 360,000 active; AID 651560;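 active = compounds that cut the enzyme signal by at least half of the control window in the single-dose screen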;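 note: plate controls were DMSO wells with enzyme plus substrate for no effect and substrate without enzyme for full effect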
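material = LMPTP-A | quantity = 0.625 nM enzyme | reagent = OMFP substrate, 400 µM final | buffer or medium = Bis-Tris pH 6.0, DTT, detergent | detection = endpoint fluorescence intensity from OMFP dephosphorylation | dosing = single 20 µM dose | read-out basis = % inhibition relative to no-enzyme and uninhibited control wells | control set = no-enzyme and uninhibited controls | timing = 50 min at room temperature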
DNMT1 inh – inhibitors of human DNMT1 | P26358 | DNMT1 molecular beacon, Hinp1I cleavage, fluorescence | inhibition (reported as % activation of signal), % at 10 µM | 0.83% of 360,000 active; in the data active = inhibition above about 50%
Tb MetRS inh – Trypanosoma brucei MetRS inhibition; purified T. brucei MetRS, ATP depletion, Kinase-Glo luminescence; inhibition, % at 11.9 µM; 0.4% of 360,000 active; AID 624268;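 active = inhibition above a per-plate cutoff of the control wells' mean inhibition plus 3 SD, cut at about 5.5% in these data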;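 note: 0% = DMSO wells median and 100% = median of wells with control inhibitor compound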
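Material: parasite MetRS enzyme / Replication: singlicate, one well per compound / Signal: luminescence of leftover ATP / Schedule: 2 h aminoacylation at 25 °C after 15 min preincubation / Medium: HEPES-MgCl2-KCl buffer plus DTT, spermine, BSA, pyrophosphatase / Doses: 11.9 µM single point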
Numbers without * were called inactive.

How did CCCCN1C(N)=NC[C@@H]1C(C)O (stereo partly specified) do in these assays?
Scp1 inh: -6; E coli Lon inh: -2; CendR NRP1 mod: -6; bovine MsrA act: -1; SUMO1-SIM PPI: 7; STEP inh: -3; MsrA inh: 0.1; LMPTP inh: -0.4; DNMT1 inh: 1; Tb MetRS inh: -0.3

What do the screens show for `COc1ccc(S(=O)(=O)NNC(=O)c2cc3c4ccccc4n(C)c3s2)cc1`?
Scp1 inh: -5; E coli Lon inh: 1; CendR NRP1 mod: 13; bovine MsrA act: -6; SUMO1-SIM PPI: -2; STEP inh: 3; MsrA inh: -0.1; LMPTP inh: 1.8; DNMT1 inh: -6; Tb MetRS inh: -2.0

How did CCN(CC(=O)Nc1ccc(OC)cc1)C(=O)c1ccc(N2CCCC2=O)cc1 do in these assays?
Scp1 inh: -13; E coli Lon inh: -5; CendR NRP1 mod: -1; bovine MsrA act: -2; SUMO1-SIM PPI: -41; STEP inh: -3; MsrA inh: 0.3; LMPTP inh: -8.0; DNMT1 inh: -9; Tb MetRS inh: 0.5

Results for CN(C)CCCNC(=O)c1cc(S(=O)(=O)N2CCOCC2)ccc1F ?
Scp1 inh: 3; E coli Lon inh: 4; CendR NRP1 mod: -10; bovine MsrA act: -1; SUMO1-SIM PPI: 0; STEP inh: 0; MsrA inh: 0.8; LMPTP inh: -3.8; DNMT1 inh: 1; Tb MetRS inh: -0.6

How did CC(=O)NCCn1c(SCC(=O)NCC2CCCO2)nc2ccccc2c1=O (stereo unspecified) do in these assays?
Scp1 inh: 13; E coli Lon inh: 9; CendR NRP1 mod: 1; bovine MsrA act: -2; SUMO1-SIM PPI: -4; STEP inh: 2; MsrA inh: 0.6; LMPTP inh: -0.9; DNMT1 inh: 1; Tb MetRS inh: 0.0

How did COc1ccc(S(=O)(=O)N2CCC(C(=O)NCC3CCCO3)CC2)cc1 (stereo unspecified) do in these assays?
Scp1 inh: 2; E coli Lon inh: 3; CendR NRP1 mod: -14; bovine MsrA act: -1; SUMO1-SIM PPI: 0; STEP inh: 0; MsrA inh: -0.5; LMPTP inh: 0.8; DNMT1 inh: -3; Tb MetRS inh: -0.1

How did N#C/C(=C\c1ccc(N2CCOCC2)o1)C(=O)N1CCOCC1 do in these assays?
Scp1 inh: 1; E coli Lon inh: inactive; CendR NRP1 mod: -131; bovine MsrA act: -11; SUMO1-SIM PPI: -44; STEP inh: 2; MsrA inh: 0.5; LMPTP inh: 8.2; DNMT1 inh: 13; Tb MetRS inh: -0.9

What do the screens show for `COc1ccc(S(=O)(=O)N2CCc3ccccc32)cc1C(=O)OCC(=O)c1c(N)n(C)c(=O)n(C)c1=O`?
Scp1 inh: -7; E coli Lon inh: -8; CendR NRP1 mod: -6; bovine MsrA act: -2; SUMO1-SIM PPI: 0; STEP inh: -1; MsrA inh: 0.6; LMPTP inh: 0.1; DNMT1 inh: -5; Tb MetRS inh: -0.1

Results for OC[C@@H]1CN(Cc2cccs2)C[C@H](n2cnc3c(N4CCOCC4)ncnc32)O1 ?
E coli Lon inh: -2; CendR NRP1 mod: 2; bovine MsrA act: -4; SUMO1-SIM PPI: -2; STEP inh: 0; MsrA inh: -1.9; LMPTP inh: -0.5; DNMT1 inh: 5; Tb MetRS inh: -0.2

How did CCOC(=O)CC1COCCN1Cc1cn[nH]c1-c1cc(OC)c(OC)c(OC)c1 (stereo unspecified) do in these assays?
Scp1 inh: -7; E coli Lon inh: -3; CendR NRP1 mod: -8; bovine MsrA act: -5; SUMO1-SIM PPI: -1; STEP inh: 0; MsrA inh: -0.4; LMPTP inh: -1.5; DNMT1 inh: 2; Tb MetRS inh: -0.3

How did O=C(CCl)N1c2ccccc2OCC1c1ccccc1 (stereo unspecified) do in these assays?
Scp1 inh: -7; E coli Lon inh: -4; CendR NRP1 mod: -3; bovine MsrA act: -4; SUMO1-SIM PPI: 3; STEP inh: 2; MsrA inh: 0.2; LMPTP inh: -1.0; DNMT1 inh: 3; Tb MetRS inh: 0.7

What do the screens show for `Clc1cccc(N/N=C/c2ccc(N3CCOCC3)s2)c1`?
Scp1 inh: 4; E coli Lon inh: -11; CendR NRP1 mod: 13; bovine MsrA act: -1; SUMO1-SIM PPI: -8; STEP inh: -3; MsrA inh: 0.9; LMPTP inh: 2.6; DNMT1 inh: -26; Tb MetRS inh: -0.2

Results for COc1cccc(N2CCN(CC(=O)Nc3ccc(SC(F)F)cc3)CC2)c1 ?
Scp1 inh: -5; E coli Lon inh: 2; CendR NRP1 mod: -7; bovine MsrA act: -2; SUMO1-SIM PPI: 3; STEP inh: 15; MsrA inh: 0.6; LMPTP inh: 0.3; DNMT1 inh: -8; Tb MetRS inh: -0.4

Results for O=C(O)c1c[nH]ccc1=O ?
Scp1 inh: -8; E coli Lon inh: 4; CendR NRP1 mod: -4; bovine MsrA act: 2; SUMO1-SIM PPI: 2; STEP inh: -1; MsrA inh: -1.0; LMPTP inh: -0.8; DNMT1 inh: -2; Tb MetRS inh: -0.4

How did CCN(CC(=O)Nc1ccc(NC(C)=O)cc1)C(=O)CC1OC(=O)c2ccccc21 (stereo unspecified) do in these assays?
Scp1 inh: 4; E coli Lon inh: -12; CendR NRP1 mod: -8; bovine MsrA act: -1; SUMO1-SIM PPI: 1; STEP inh: -2; MsrA inh: 0.2; LMPTP inh: -1.2; DNMT1 inh: 0; Tb MetRS inh: -0.7

How did Cc1cc(NC(=O)CSc2nnc3c(C)cc4cc(C)c(C)cc4n23)no1 do in these assays?
Scp1 inh: -4; E coli Lon inh: -4; CendR NRP1 mod: 4; bovine MsrA act: -3; SUMO1-SIM PPI: -1; STEP inh: 2; MsrA inh: 0.3; LMPTP inh: -0.5; DNMT1 inh: 2; Tb MetRS inh: 0.2

Results for CC(NC(=O)c1ccc2c(c1)OCCO2)C(=O)O (stereo unspecified) ?
Scp1 inh: -2; E coli Lon inh: -6; CendR NRP1 mod: -2; bovine MsrA act: -3; SUMO1-SIM PPI: -5; STEP inh: 0; MsrA inh: 0.4; LMPTP inh: -1.4; DNMT1 inh: 6; Tb MetRS inh: -0.3

How did CS(=O)(=O)N(CC(=O)Nc1cccc([N+](=O)[O-])c1)c1cccc(F)c1 do in these assays?
Scp1 inh: 21; E coli Lon inh: 4; CendR NRP1 mod: 4; bovine MsrA act: -7; SUMO1-SIM PPI: -23; STEP inh: 2; MsrA inh: -0.3; LMPTP inh: 2.0; DNMT1 inh: 2; Tb MetRS inh: -0.6

What do the screens show for `CCOC(=O)CC(=O)CSc1nccc(-c2cccnc2)n1`?
Scp1 inh: 0; E coli Lon inh: 0; CendR NRP1 mod: -4; bovine MsrA act: 1; SUMO1-SIM PPI: 1; STEP inh: 0; MsrA inh: 0.6; LMPTP inh: -0.4; DNMT1 inh: -6; Tb MetRS inh: 0.0

Results for COCCn1c(=S)[nH]c2cc(OC)c(OC)cc2c1=O ?
Scp1 inh: 0; E coli Lon inh: -1; CendR NRP1 mod: 0; bovine MsrA act: -13; SUMO1-SIM PPI: 2; STEP inh: 2; MsrA inh: 1.7; LMPTP inh: -1.4; DNMT1 inh: 1; Tb MetRS inh: -1.0

For reference, some entries already given.
Results for COc1cccc(N2CCN(CC(=O)Nc3ccc(SC(F)F)cc3)CC2)c1 ?
Scp1 inh: -5; E coli Lon inh: 2; CendR NRP1 mod: -7; bovine MsrA act: -2; SUMO1-SIM PPI: 3; STEP inh: 15; MsrA inh: 0.6; LMPTP inh: 0.3; DNMT1 inh: -8; Tb MetRS inh: -0.4

Results for O=C(O)c1c[nH]ccc1=O ?
Scp1 inh: -8; E coli Lon inh: 4; CendR NRP1 mod: -4; bovine MsrA act: 2; SUMO1-SIM PPI: 2; STEP inh: -1; MsrA inh: -1.0; LMPTP inh: -0.8; DNMT1 inh: -2; Tb MetRS inh: -0.4

The list continues:
Results for COc1ncccc1C(=O)Nc1c(-c2ccccc2)[nH][nH]c1=O ?
CendR NRP1 mod: 1; SUMO1-SIM PPI: 3; MsrA inh: -0.3; LMPTP inh: 1.9; Tb MetRS inh: -0.2

How did O=C(OCC(=O)N1CCCCCC1)c1cc(S(=O)(=O)N2CCOCC2)ccc1F do in these assays?
E coli Lon inh: -12; CendR NRP1 mod: -1; bovine MsrA act: -2; SUMO1-SIM PPI: -1; STEP inh: -1; MsrA inh: -1.9; LMPTP inh: -1.1; DNMT1 inh: 1; Tb MetRS inh: 0.6

Results for COC(=O)c1cc(C(=O)NCc2ccccc2)c(=O)[nH]c1C ?
Scp1 inh: -3; E coli Lon inh: 0; CendR NRP1 mod: -3; bovine MsrA act: -2; SUMO1-SIM PPI: 0; STEP inh: 1; MsrA inh: 1.3; LMPTP inh: -1.6; DNMT1 inh: -2; Tb MetRS inh: -0.3

What do the screens show for `Cc1cccc(C)c1NC(=O)CNC(=O)CCC(=O)c1cccs1`?
Scp1 inh: -3; E coli Lon inh: -11; CendR NRP1 mod: 10; bovine MsrA act: -6; SUMO1-SIM PPI: -5; STEP inh: 1; MsrA inh: 3.4; LMPTP inh: -0.7; DNMT1 inh: -4; Tb MetRS inh: -0.2

Results for Cc1ccc(N(CC(=O)NC2CCCCC2)S(=O)(=O)c2c(C)noc2C)cc1 ?
Scp1 inh: -1; E coli Lon inh: 2; CendR NRP1 mod: 20; bovine MsrA act: 0; SUMO1-SIM PPI: -2; STEP inh: -1; MsrA inh: 0.1; LMPTP inh: -0.2; DNMT1 inh: 0; Tb MetRS inh: -0.5

How did COc1ccc(S(=O)(=O)N2CCCCCC2)cc1C(=O)Nc1ccccn1 do in these assays?
Scp1 inh: -2; E coli Lon inh: 14; CendR NRP1 mod: 0; bovine MsrA act: -2; SUMO1-SIM PPI: -20; STEP inh: 2; MsrA inh: 0.3; LMPTP inh: 1.4; DNMT1 inh: -11; Tb MetRS inh: 0.0

Results for O=C(Nc1ccc(F)c([N+](=O)[O-])c1)C1CCCO1 (stereo unspecified) ?
Scp1 inh: 4; E coli Lon inh: -5; CendR NRP1 mod: 1; bovine MsrA act: 0; SUMO1-SIM PPI: -16; STEP inh: -1; MsrA inh: -1.7; LMPTP inh: -0.9; DNMT1 inh: 2; Tb MetRS inh: -0.6

What do the screens show for `Cc1cccc(NC(=O)COC(=O)CCc2ccccc2)c1C`?
Scp1 inh: -7; E coli Lon inh: -6; CendR NRP1 mod: 5; bovine MsrA act: -1; SUMO1-SIM PPI: -1; STEP inh: -1; MsrA inh: -0.6; LMPTP inh: -1.1; DNMT1 inh: 0; Tb MetRS inh: -0.3

How did O=C(Oc1ccc(F)c(F)c1)c1ccc2c(=O)n3c(nc2c1)CCC3 do in these assays?
Scp1 inh: -7; E coli Lon inh: -6; CendR NRP1 mod: 10; bovine MsrA act: -1; SUMO1-SIM PPI: -2; STEP inh: -3; MsrA inh: 0.4; LMPTP inh: -0.9; DNMT1 inh: 2; Tb MetRS inh: -0.4
